C8 TRAIL sens: caspase-8 TRAIL sensitization; NB7+C8 cells + TRAIL, ATPlite viability luminescence; inhibition (viability loss, TRAIL sensitization), % at 10 µM; hit rate 1% among 360,000; AID 624354;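 active = compounds causing at least 50% loss of cell viability in the single-dose screen, relative to plate controls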
Peg3 prom inh: inhibitors of Peg3 promoter; HeLa PEG-Prom luciferase reporter, luminescence, overnight; inhibition, % at 20 µM; hit rate 1.7% among 360,000;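 active = inhibition of at least 50% at 20 µM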
CF NFkB block: cystic fibrosis NF-kB activation inhibition | inhibition, % at 5 µM | hit rate 0.86% among 360,000 | AID 588850 | KKLEB NF-kB-GFP reporter, PAF-induced, GFP fluorescence overnight;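 active = at least 50% inhibition at 5 µM, scaled per plate between neutral and stimulator controls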;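 note: PAF is a Pseudomonas aeruginosa culture filtrate used as stimulus; plate controls were PAF-stimulated DMSO wells for no effect and unstimulated DMSO wells for full effect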
iPSC survival up: increases survival of single human iPS cells. hiPSC single-cell survival, ATPlite luminescence; 100% = ROCK inhibitor wells, 0% = DMSO. survival enhancement, % at 20 µM. hit rate 0.044% among 360,000; in the data active = survival enhancement above about 18%;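 note: cells exposed to compounds for 16 hours before the ATP read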
NR2E3 ag-1: agonists of human nuclear receptor NR2E3. Q9Y5X4. GST-NR2E3/biotin-RetCOR TR-FRET, 1536-well. inhibition of corepressor binding, % at 4.78 µM. hit rate 0.12% among 320,000. AID 2300;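 active = percent inhibition above the cutoff of mean plus 3 SD of all tested compounds, set per screening campaign, cut at about 20% in these data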;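 note: 0% = DMSO wells and 100% = biotin wells as full block of FRET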
Target sequence (Q9Y5X4 whole entry, looked up): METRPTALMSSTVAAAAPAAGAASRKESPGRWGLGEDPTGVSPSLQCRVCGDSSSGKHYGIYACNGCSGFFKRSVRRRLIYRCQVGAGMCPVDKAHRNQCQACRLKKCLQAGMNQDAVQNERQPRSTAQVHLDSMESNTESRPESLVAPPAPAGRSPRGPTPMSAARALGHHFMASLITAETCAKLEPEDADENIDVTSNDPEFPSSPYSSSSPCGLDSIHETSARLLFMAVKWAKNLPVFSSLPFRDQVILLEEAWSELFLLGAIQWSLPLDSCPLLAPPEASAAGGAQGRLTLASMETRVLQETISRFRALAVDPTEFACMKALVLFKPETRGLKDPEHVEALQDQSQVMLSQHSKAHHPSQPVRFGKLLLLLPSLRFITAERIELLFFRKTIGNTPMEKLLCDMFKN
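Material: NR2E3–RetCOR corepressor complex / Incubation: Compound–protein incubation for 5 h at 4 °C / Dosing: compound at 4.8 µM, single dose / Detection: time-resolved FRET / Benchmarks: high control biotin, low control 0.6% DMSO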
NR2E3 ag-2: agonists of human NR2E3 nuclear receptor | Q9Y5X4 | CHO-S Gal4-NCOR/VP16-NR2E3 two-hybrid, luciferase | inhibition of corepressor binding, % at 3.98 µM | hit rate 0.35% among 360,000 | AID 602229;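 active = inhibition above the mean of all tested compounds plus 3 SD, cut at about 70% in these data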;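 note: 0% = DMSO with NR2E3 transfected cells and 100% = cells lacking NR2E3 construct; higher means lower luciferase signal from less NR2E3 corepressor binding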
KKLEB tox: reduces viability of KKLEB cystic fibrosis airway cells; KKLEB CF airway cells viability, ATPlite luminescence, overnight; hits give low values; cells stimulated with P. aeruginosa culture filtrate; activity change (cytotoxicity), % at 5 µM; hit rate 0.36% among 360,000; AID 602141;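 active = corrected activity change at or below -50% at 5 µM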
Shn3 3UTR inh: reduces Shn3 3'UTR luciferase signal in osteoblasts; Clone20 osteoblast Shn3 3'UTR firefly luciferase, 24 h; hit rate 0.52% among 360,000; inhibition, % at 12.5 µM;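 active = mean inhibition of at least 75% with every replicate also reaching 75%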;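 note: 0% = median of neutral control wells and 100% = pilot-screen positive control compound; some compounds past the cut are filed as inactive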
MITF TRPM1 inh: MITF TRPM1 promoter inhibition in SK-MEL-5 cells | AID 488899 | hit rate 0.83% among 330,000 | SK-MEL-5 TRPM1 promoter luciferase, 24 h | inhibition, % at 12.5 µM;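 active = mean inhibition across replicates of 60% or more, whatever share of single replicates reaches that level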; note: values of inactives mirror those of a sister screen read the other way
HIF-2a block: inhibitors of HIF-2a | 786-0 RCC cells HIF-2a reporter, luciferase luminescence, overnight | inhibition, % at 18.8 µM | hit rate 0.72% among 360,000;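 active = inhibition of the luminescence signal of 40% or more relative to plate controls, in a single-dose primary screen at 18.75 µM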
LMP1 NFkB inh: Epstein-Barr LMP1 NF-kappaB reporter inhibition | LMP1-induced NF-kappaB luciferase reporter cells, luminescence | inhibition, % at 12.5 µM | hit rate 0.69% among 350,000; in the data active = inhibition above about 41%;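 note: 0% = neutral control wells and 100% = reference inhibitor control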
The depositor's hits bear a star; nt = not tested or not shown.

SMILES | C8 TRAIL sens | Peg3 prom inh | CF NFkB block | iPSC survival up | NR2E3 ag-1 | NR2E3 ag-2 | KKLEB tox | Shn3 3UTR inh | MITF TRPM1 inh | HIF-2a block | LMP1 NFkB inh
CC(=O)SC1CC(=O)C=C2CCC3C4CCC(=O)OC4(C)CCC3C21C (stereo unspecified) | -5 | 13 | 7 | -2.6 | nt | -8 | 9 | -1 | 3 | 10 | -6
COc1cc(OC)c(C(=O)O/N=C(\N)c2ccccn2)cc1OC | 2 | -34 | -27 | -0.7 | 3 | -21 | 7 | -18 | -24 | -78 | 7
Cc1ccc(Sc2cnccc2C#N)cc1 | -5 | -1 | -14 | 4.8 | 4 | -9 | 7 | -15 | -10 | 10 | 5
CCC(CO)NCc1cc(OC)c(OCC(=O)NCCc2ccccc2)cc1Br (stereo unspecified) | -8 | 15 | -3 | -2.8 | 5 | -43 | 3 | -6 | 8 | 15 | -2
CC/C(=N/Nc1ccccc1C)c1cnnc(SC)n1 | -4 | 10 | -7 | 1.8 | 0 | -41 | -1 | -12 | 3 | 16 | -7
C=C1C(C(=O)Nc2ccc(OC)cc2)C1C(=O)Nc1ccc(OC)cc1 (stereo unspecified) | 8 | 6 | 2 | -0.6 | 5 | -3 | -1 | 1 | 5 | 4 | -2
CC(C)(CO)NCC(O)Cn1cc(C=O)c2ccccc21 (stereo unspecified) | -8 | 8 | 5 | -0.5 | -2 | -5 | 7 | 8 | -1 | 16 | -1
CCCC[C@@H]1CNC(=S)N1CCC12CC3CC(CC(C3)C1)C2 | 6 | 21 | 42 | -2.4 | 3 | -30 | -28 | -1 | 6 | 4 | 5
Cc1ccc(S(N)(=O)=O)cc1NC(=O)C(c1ccccc1)c1ccccc1 | -10 | 10 | -8 | 0.7 | 1 | 17 | -2 | -17 | 5 | 7 | 6
CC1(C(=O)Nc2cccc3cccnc23)CCN1C(=O)Cc1ccc(Cl)cc1Cl (stereo unspecified) | 1 | 6 | -6 | -0.2 | nt | -10 | 7 | 9 | nt | 2 | nt
CC(C)=CC(=O)Nc1nnc(C)s1 | -1 | -37 | 7 | -1.5 | -5 | -6 | -5 | -32 | -28 | -59 | -6
COc1cc(C(=O)N[C@H](C(=O)NC2CCCc3ccccc32)C(C)C)cc(OC)c1OC (stereo partly specified) | -8 | -2 | -21 | -0.3 | nt | 7 | 11 | 22 | 8 | 24 | 2
Cc1cc(=O)n2c(ccc3ccccc32)c1C#N | -14 | -42 | -51 | -2.1 | -1 | 2 | 18 | 7 | -15 | -2 | 4
Cc1ccc(S(=O)(=O)N(C)C)cc1NC(=O)c1sccc1Cl | 6 | 20 | 2 | -0.3 | 5 | 1 | -2 | 10 | 2 | 14 | -3
CCOC(=O)N1CCN(C(=O)Nc2ccc(NC(=O)N3CCN(C(=O)OCC)CC3)cc2)CC1 | 3 | 7 | -4 | 2.8 | 5 | -33 | 2 | 12 | 9 | 8 | 6
Cc1ccc(C(O)P(=O)(OCc2ccccc2)c2ccc(N(C)C)cc2)cc1 (stereo unspecified) | 0 | 15 | 12 | 0.5 | 0 | 7 | -11 | 14 | -3 | 18 | 2
CN(CC(=O)Nc1cccc(F)c1)C(=O)C1(c2ccccc2)CC1 | 10 | 14 | -2 | 0.1 | 3 | 14 | -3 | -9 | 4 | 7 | -8
COc1cccc(NC(=O)CSc2nnc(-c3ccco3)c(-c3ccco3)n2)c1 | -13 | 5 | -19 | -0.1 | 3 | -19 | 3 | -13 | 5 | 5 | -7
COc1ccccc1CNC(=O)CN1C(=O)C(C)N(c2ccc(C)cc2)C1=O (stereo unspecified) | -6 | -10 | -11 | -5.5 | 4 | -6 | 0 | 12 | 5 | -25 | -2
CC(NC(=O)CN(c1ccc(Cl)cc1)S(C)(=O)=O)c1ccccc1 (stereo unspecified) | -11 | 12 | 3 | -0.2 | 2 | -5 | -11 | 1 | 9 | 13 | 1
O=C(NCCCN1CCCC1=O)c1ccc2c(c1)NC(=O)c1ccccc1S2 | -12 | -6 | -15 | 1.8 | 4 | 13 | 5 | -7 | 7 | 11 | -3
CCn1c(C)cc(/C=C2/NC(=O)N(CC(=O)Nc3cccc(C)c3)C2=O)c1C | 17 | 12 | 1 | 0.2 | 2 | -8 | 7 | -5 | 11 | 5 | -2
COc1ccc(N(CC(=O)Nc2ccc(S(=O)(=O)N3CCOCC3)cc2)S(C)(=O)=O)cc1OC | -13 | 26 | 2 | 0.5 | nt | -4 | 0 | 10 | nt | 1 | 2
COC(C)(C)[C@]12CC(O)(c3ccccc3)ON1[C@H]1CCCCC1N2O (stereo partly specified) | -10 | 9 | 4 | -1.8 | 2 | -26 | -2 | -23 | -14 | 18 | -5
Cc1c(C(=O)OCC(=O)NCCN2C(=O)CSC2=O)oc2c1ccc1ccccc12 | -5 | -43 | -26 | -0.6 | -3 | -1 | 7 | 1 | -9 | -65 | 0
COCCNC(=O)C1CCCN(c2ncccn2)C1 (stereo unspecified) | -15 | 8 | -14 | -4.0 | -2 | -15 | 0 | 13 | -2 | 2 | -2
CCCCCNC(=O)C(C)NS(=O)(=O)c1ccc(OC)cc1 (stereo unspecified) | 4 | -10 | -4 | -1.6 | -6 | 4 | -8 | 15 | 14 | 20 | 4
COc1ccc(OC(=O)c2cccnc2)cc1 | 1 | -5 | -3 | -5.0 | 2 | -24 | 1 | -73 | -1 | 1 | -4
COc1ccc(NC(=O)C(NC(C)=O)C(=O)NCc2ccccc2)cc1 (stereo unspecified) | -15 | 8 | 0 | -1.3 | 1 | -4 | 2 | -3 | 2 | 16 | -2
COc1ccc(C=CC(=O)C=CC=Cc2ccccc2)cc1 | -6 | -84 | 16 | 0.5 | nt | 24 | -19 | 12 | 8 | 4 | -7

Ten consecutive records already listed, for reference:
SMILES | C8 TRAIL sens | Peg3 prom inh | CF NFkB block | iPSC survival up | NR2E3 ag-1 | NR2E3 ag-2 | KKLEB tox | Shn3 3UTR inh | MITF TRPM1 inh | HIF-2a block | LMP1 NFkB inh
Cc1ccc(C(O)P(=O)(OCc2ccccc2)c2ccc(N(C)C)cc2)cc1 (stereo unspecified) | 0 | 15 | 12 | 0.5 | 0 | 7 | -11 | 14 | -3 | 18 | 2
CN(CC(=O)Nc1cccc(F)c1)C(=O)C1(c2ccccc2)CC1 | 10 | 14 | -2 | 0.1 | 3 | 14 | -3 | -9 | 4 | 7 | -8
COc1cccc(NC(=O)CSc2nnc(-c3ccco3)c(-c3ccco3)n2)c1 | -13 | 5 | -19 | -0.1 | 3 | -19 | 3 | -13 | 5 | 5 | -7
COc1ccccc1CNC(=O)CN1C(=O)C(C)N(c2ccc(C)cc2)C1=O (stereo unspecified) | -6 | -10 | -11 | -5.5 | 4 | -6 | 0 | 12 | 5 | -25 | -2
CC(NC(=O)CN(c1ccc(Cl)cc1)S(C)(=O)=O)c1ccccc1 (stereo unspecified) | -11 | 12 | 3 | -0.2 | 2 | -5 | -11 | 1 | 9 | 13 | 1
O=C(NCCCN1CCCC1=O)c1ccc2c(c1)NC(=O)c1ccccc1S2 | -12 | -6 | -15 | 1.8 | 4 | 13 | 5 | -7 | 7 | 11 | -3
CCn1c(C)cc(/C=C2/NC(=O)N(CC(=O)Nc3cccc(C)c3)C2=O)c1C | 17 | 12 | 1 | 0.2 | 2 | -8 | 7 | -5 | 11 | 5 | -2
COc1ccc(N(CC(=O)Nc2ccc(S(=O)(=O)N3CCOCC3)cc2)S(C)(=O)=O)cc1OC | -13 | 26 | 2 | 0.5 | nt | -4 | 0 | 10 | nt | 1 | 2
COC(C)(C)[C@]12CC(O)(c3ccccc3)ON1[C@H]1CCCCC1N2O (stereo partly specified) | -10 | 9 | 4 | -1.8 | 2 | -26 | -2 | -23 | -14 | 18 | -5
Cc1c(C(=O)OCC(=O)NCCN2C(=O)CSC2=O)oc2c1ccc1ccccc12 | -5 | -43 | -26 | -0.6 | -3 | -1 | 7 | 1 | -9 | -65 | 0

(continued)
SMILES | C8 TRAIL sens | Peg3 prom inh | CF NFkB block | iPSC survival up | NR2E3 ag-1 | NR2E3 ag-2 | KKLEB tox | Shn3 3UTR inh | MITF TRPM1 inh | HIF-2a block | LMP1 NFkB inh
Cc1ccc(NC(=S)Nc2ncccc2C)c(C)c1 | -1 | -294 | -3 | 1.1 | -1 | -146 | 0 | -141 | -94 | -394 | -20
OC[C@@H](O)[C@@H](O)[C@H](O)[C@@H](O)CO | -8 | 10 | 4 | 19 | -2 | 1 | -6 | -37 | -3 | 10 | -1
O=C(COc1ccc(Cl)c(Cl)c1)NN1C(=O)C2C(C1=O)C1C=CC2C12CC2 (stereo unspecified) | -11 | 12 | 3 | 2.3 | 0 | -15 | 3 | 16 | 4 | 11 | 6
CCCC1c2ccsc2CCN1C(=S)NC (stereo unspecified) | 10 | 7 | -2 | 0.0 | -1 | -26 | 1 | 3 | 4 | 8 | 7
CC(C)c1ccc(S(=O)(=O)Nc2ccc(N3CCOCC3)cc2)cc1 | 12 | -53 | -7 | -0.1 | 3 | 18 | -1 | -10 | -2 | -30 | 3
CCOC(=O)c1cc(C#N)c(N2CCNCC2)nc1C(F)(F)F | 6 | 5 | 15 | -0.2 | -3 | 10 | 6 | -35 | 2 | -2 | -8
COc1cccc(OCc2nn3c(=O)c(-c4ccccc4)nnc3s2)c1 | -9 | 13 | -1 | 0.1 | nt | -33 | 2 | 5 | -16 | 8 | -12
Cc1ccc2c(CSc3nnc(C4CC4)n3N)cc(=O)oc2c1 | 8 | -10 | -6 | 1.1 | 3 | -9 | 18 | 2 | -2 | -1 | -3
CC(C)OCCCNC(=O)CN1CCN(Cc2ccc(Cl)cc2)C1=O | -2 | -2 | -5 | -0.1 | 4 | -13 | 10 | 3 | 8 | 19 | -6
CC1CCN(C(=O)C2CCC(C)(C(=O)O)C2(C)C)CC1 (stereo unspecified) | 8 | 7 | 1 | 1.8 | -3 | 3 | 7 | -14 | 12 | 8 | 3
Cc1sc2nc(C(C)C)nc(SCC(=O)NCc3ccco3)c2c1C | 10 | 59* | -6 | 0.5 | 2 | -14 | -10 | 11 | 11 | 21 | 1
COc1cc(Br)cc(C(=O)N2CCc3ccccc32)c1OC | -10 | 7 | 16 | -1.0 | nt | -27 | -3 | -19 | nt | 16 | 0
CCOC(=O)N1CCN(C(=O)CN(c2ccc(Cl)c(C(F)(F)F)c2)S(C)(=O)=O)CC1 | 1 | 15 | -12 | -0.1 | 6 | -16 | 14 | -20 | 14 | 10 | 15
Cc1cccn2c(=O)c(/C=C(\C#N)C(N)=O)c(N3CCCCCC3)nc12 | -12 | 8 | 8 | 1.8 | 4 | -43 | -3 | 41 | 4 | 17 | 1
O=C(COc1ccccc1)NC(NC(=S)Nc1ccccc1O)C(Cl)(Cl)Cl (stereo unspecified) | 14 | 17 | -2 | 2.1 | 1 | -33 | 0 | -32 | 12 | 19 | -2
COc1ccc(C(=O)NNC(=O)c2cccc3ccccc23)cc1 | -16 | -169 | -14 | -3.0 | nt | -32 | 3 | -45 | -34 | -166 | -10

Bioassay records as filed in PubChem BioAssay.

The list is partial; count on the stated rates, not on these rows.
